14-3-3g Raf – alters human 14-3-3 gamma binding to Raf peptide | FP, 14-3-3gamma / TMR-pS259-Raf peptide binding | AID 422 | 160,000 compounds, 0.19% hits | inhibition, % at 40 µM | P61981; in the data active means inhibition above about 30%;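 further: 0% = protein plus tracer without compound and 100% = blank with tracer alone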
Target sequence (P61981 whole entry, looked up): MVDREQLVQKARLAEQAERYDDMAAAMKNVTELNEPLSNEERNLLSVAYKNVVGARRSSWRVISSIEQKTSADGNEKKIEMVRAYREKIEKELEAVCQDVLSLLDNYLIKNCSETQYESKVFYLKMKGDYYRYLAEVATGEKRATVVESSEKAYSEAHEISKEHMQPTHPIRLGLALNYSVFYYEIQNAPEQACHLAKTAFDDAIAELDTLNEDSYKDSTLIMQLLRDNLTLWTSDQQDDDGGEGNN
Numbers without * were called inactive; & = joins results of further samples.

Preview (2 entries):
cpd	Compound	14-3-3g Raf
1	O=C(O)C1CCCCC1C(=O)NCCc1ccncc1 (centres undefined)	-11
2	CN(C)c1ccc(C=Cc2nc3c(ccc4ccccc43)s2)cc1	-14

The list itself (from the top)
cpd	Compound	14-3-3g Raf
1	O=C(O)C1CCCCC1C(=O)NCCc1ccncc1 (centres undefined)	-11
2	CN(C)c1ccc(C=Cc2nc3c(ccc4ccccc43)s2)cc1	-14
3	COc1ccc(N=C2SC(CC(=O)Nc3ccccc3)C(=O)N2CC2CCCO2)cc1 (centres undefined)	-11
4	O=c1c2ccc(Cl)cc2[nH]c(=S)n1Cc1ccc(F)cc1	2
5	Cc1ccc(C23CC4CC(CC(CN5C(=O)c6ccccc6C5=O)(C4)C2)C3)cc1	-7
6	CCCCn1c(O)c(C(CC)=Nc2ccc3c(c2)CCC3)c(=O)[nH]c1=O	1
7	CCOC(=O)c1c(-c2ccc(C)o2)csc1NC(=O)CSc1nncs1	-11
8	CCCN(c1nc(C)cc(OC)n1)S(=O)(=O)c1ccc(C)cc1	-2

Later entries.
cpd	Compound	14-3-3g Raf
9	C=CC(N)CCC(=O)O (centres undefined)	-8
10	CCC(=O)Nc1cccc(-n2nnnc2SCC(=O)NCc2ccco2)c1	-10
11	Cc1cc(C(=O)NC2=NCCS2)cs1	2
12	CCCCC1CCC(C(=O)Nc2c3c(nn2-c2cccc(C)c2C)CS(=O)C3)CC1 (centres undefined)	2
13	CC(C)(C)c1ccc(C2CC(=O)C=C(O)C2)cc1 (centres undefined)	2
14	CCOC(=O)c1c(NC(=O)Cc2ccccc2)sc2c1CC(C)(C)OC2	-5
15	Cc1c(NC(=O)NC(C)N2C(=O)C3C4C=CC(C4)C3C2=O)c(=O)n(-c2ccccc2)n1C (centres undefined)	-3
16	O=C(NCc1ccccn1)c1ccc2c(c1)ncn2C1CCCC1	-15

Next section
cpd	Compound	14-3-3g Raf
17	Cc1cc(NC(=O)c2cc(-c3cccc(Cl)c3)on2)nn1Cc1ccc(Cl)cc1	-28
18	COc1ccc(C(C(=O)Nc2ccc(C(C)C)cc2)N(C)C(=O)c2ccc(=O)[nH]c2)cc1 (centres undefined)	-31
19	O=C1Nc2ccccc2SC1CC(=O)N1CCc2ccccc2C1 (centres undefined)	-7
20	CCOc1ccc(-c2cccc(-c3ccc(OCC)cc3)n2)cc1	-13
21	CCn1c(SCC(=O)Nc2ccc3c(c2)OCO3)nnc1-c1ccccc1O	-4
22	CCCCOc1ccc(NC(=O)Cn2c(=O)ccc3c(C)cc(C)nc32)cc1	-4
23	COc1ccc(S(=O)(=O)CCC(=O)Nc2ccc(C)cc2Cl)cc1	-43
24	CN(C)C/C(Cl)=C(\Cl)c1ccccc1	-10

Nothing new here: entries from further up.
cpd	Compound	14-3-3g Raf
20	CCOc1ccc(-c2cccc(-c3ccc(OCC)cc3)n2)cc1	-13
21	CCn1c(SCC(=O)Nc2ccc3c(c2)OCO3)nnc1-c1ccccc1O	-4
22	CCCCOc1ccc(NC(=O)Cn2c(=O)ccc3c(C)cc(C)nc32)cc1	-4
23	COc1ccc(S(=O)(=O)CCC(=O)Nc2ccc(C)cc2Cl)cc1	-43
24	CN(C)C/C(Cl)=C(\Cl)c1ccccc1	-10

Next results.
cpd	Compound	14-3-3g Raf
25	CCOc1ccccc1C(=O)NCCc1cc2c(OC)ccc(OC)c2[nH]c1=O	-19
26	O=C(Nc1nnc(COc2ccc(Cl)cc2)s1)c1cccs1	-13
27	O=C(Nc1nc2ccccc2s1)c1ccccc1F	-4
28	COc1ccc(N2CCN(C(=O)c3ccc(Sc4ccccc4Cl)c([N+](=O)[O-])c3)CC2)cc1	1
29	CCN1CCN(C(=O)C2CCN(S(=O)(=O)N3CCOCC3)CC2)CC1	-4
30	COc1ccc(-n2nc(C(=O)N3CCCC(C)C3)c3c4ccccc4n(C)c3c2=O)cc1 (centres undefined)	2
31	CCCOc1ccc(-c2nc3ccc(Br)cc3c(=O)o2)cc1	4
32	O=C(CN1CCOCC1)NCC1COc2ccccc2O1 (centres undefined)	4

Carrying on.
cpd	Compound	14-3-3g Raf
33	O=C1OC(C[N+](=O)[O-])C(Cl)=C1Oc1ccccc1 (centres undefined)	13
34	COc1ccc2c(=O)c(-c3ccccc3C)c(C(F)(F)F)oc2c1	-24
35	O=C(c1ccccc1F)N1CCN(S(=O)(=O)c2ccc3c(c2)OCCO3)CC1	4
36	C#CCOc1cccc(C2C3=C(CC(C)(C)CC3=O)N(C)C3=C2C(=O)CC(C)(C)C3)c1	-7
37	COc1ccccc1C1NC(=O)NC(C)=C1C(=O)OCc1ccc(C)cc1 (centres undefined)	0
38	O=C(Nc1ccc2oc(-c3cccc(Cl)c3)nc2c1)c1cc([N+](=O)[O-])ccc1Cl	-36
39	CCOc1ccc2nc(NC(=O)C3CC(C)=CCC3C(=O)O)sc2c1 (centres undefined)	-2
40	O=C(OCc1nc2ccccc2s1)C1CCN(C2=NS(=O)(=O)c3ccccc32)CC1	-12

The listing continues:
cpd	Compound	14-3-3g Raf
41	O=C(O)c1cc(Cl)c2ccccc2c1O	-6
42	C=CCSc1ncnc2c1sc1nc(-c3ccccc3)c3c(c12)CC(C)(C)OC3	-4
43	COc1ccc(NCC(=O)N2c3ccccc3Sc3ccccc32)cc1	-3
44	O=S(=O)(NC1CC1)c1ccc(S(=O)(=O)N2CCCC(c3nc(-c4cccnc4)no3)C2)cc1 (centres undefined)	-6
45	CCCn1c(N)c(C(=O)CSc2nc3ccccc3n2CCC#N)c(=O)n(C)c1=O	-17
46	CC1=C(C(=O)Nc2ccccc2)C(c2ccc(F)cc2)N2C(=O)CSC2=N1 (centres undefined)	-8
47	COc1ccc(C2CC(=O)C3=C(C2)NC(C)=C(C(=O)OCC(C)C)C3c2cccc(Br)c2)cc1 (centres undefined)	-8
48	COc1ccc(CNc2ccc(S(N)(=O)=O)cc2)c(OC)c1OC	-3

New compounds follow.
cpd	Compound	14-3-3g Raf
49	CC(C)NS(=O)(=O)c1ccc(CCC(=O)O)cc1	-6
50	CN1CCN(C(=O)c2ccc(N(Cc3ccc(Cl)cc3)S(C)(=O)=O)cc2)CC1	1
51	CCCc1cc2c(=S)c(-c3ccc4c(c3)OCCO4)c(C)oc2cc1OC	0
52	COc1cc(NC(=O)Cn2c(=O)n(-c3ccccc3)c(=O)c3c4c(sc32)CCCC4)cc(OC)c1	3
53	CC(=O)Nc1ccc(S(=O)(=O)NCC2CCC(C(=O)N3CCc4ccccc43)CC2)cc1 (centres undefined)	-2
54	CC(=O)Oc1ccc(C2C(C(=O)OCC(C)C)=C(C)NC3=C2C(=O)CC(c2ccccc2)C3)cc1 (centres undefined)	2
55	N#CCNC(=O)C1c2ccccc2Oc2ccccc21	12
56	CC(=O)Nc1ccc(S(=O)(=O)n2nc(-c3ccc(C)cc3)nc2N)cc1	-4

The list goes on:
cpd	Compound	14-3-3g Raf
57	COC(=O)c1ccc(C(=O)OC)c(NC(=O)c2ccc(OC)cc2OC)c1	-33
58	Cc1cccc(Nc2ncc(F)c(N3CCCCC3)n2)c1C	-3
59	COc1ccc(S(=O)(=O)NCCC(=O)NC2CCC(C)CC2)cc1 (centres undefined)	3
60	COc1ccc(Nc2nc(-c3cccc([N+](=O)[O-])c3)cs2)cc1	4
61	Cc1cc(=O)[nH]c(SCCOc2ccc(OC(C)C)cc2)n1	5&1
62	O=C(O)C1CCN(S(=O)(=O)c2cnc[nH]2)CC1	-5
63	CC(=O)C1=C(O)C(OC(=O)C2CCCN2S(=O)(=O)c2ccc(C)cc2)CCC1=O (centres undefined)	1
64	O=c1c2c3c(sc2nc2n1CCC2)CCC3	-4

(list continues)
cpd	Compound	14-3-3g Raf
65	O=C(O)CCCNS(=O)(=O)c1ccccc1	0
66	CCOC(=O)C1CCN(c2c(NCCN3CCCCC3C)c(=O)c2=O)CC1 (centres undefined)	0
67	COc1ccc(OC)c(NC(=O)C2(S(=O)(=O)c3ccc(Cl)cc3)CC2)c1	-2
68	N#Cc1c(NC(=O)c2cc3n(n2)C(C(F)(F)F)CC(c2cccs2)N3)sc2c1CCCCC2 (centres undefined)	-10
69	CCc1cc2c(=O)c(Oc3ccccc3)c(C(F)(F)F)oc2cc1OC	-46
70	c1ccc2c(c1)CCCn1nnnc1-2	-8
71	CC1CCN(C(=O)c2ccc(S(=O)(=O)Cc3ccccc3F)c([N+](=O)[O-])c2)CC1	1
72	CCCCNc1ccc(NCCCC)c2c1C(=O)c1ccccc1C2=O	-35

Next section
cpd	Compound	14-3-3g Raf
73	O=c1oc2ccc(Br)cc2cc1-c1nnc(-c2cccc(Br)c2)o1	-2
74	Cc1cc(NC(=O)CSc2nnc(CNc3cccc(C(F)(F)F)c3)n2Cc2ccco2)no1	-1
75	COc1cccc(C(=O)Oc2cc(N)n(S(=O)(=O)c3ccc(C)cc3)n2)c1OC	7
76	COc1cccc(C2C(C(=O)Nc3cc(C)ccn3)=C(C)NC3=C2C(=O)CCC3)c1OC (centres undefined)	-18
77	COc1cc(OC)c(NC(=O)Cn2cnc3sc(C)c(S(=O)(=O)N4CCCCC4)c3c2=O)cc1Cl	-16
78	COc1nonc1NCn1nc(C)cc1C	0
79	O=C(c1nc2ccccc2s1)N1CCSCC1	-1
80	Cc1sc2c(c1C)c(=O)n(-c1ccc(Cl)cc1)c(=O)n2CC(=O)N1CCCC1	-5

Next section:
cpd	Compound	14-3-3g Raf
81	O=C(NC1CCN(C(=O)Nc2cccc(F)c2)CC1)C1CCCCC1	-1
82	Cc1ccc(S(=O)(=O)N2CCN(C(=O)COc3ccc(-c4nnco4)cc3)CC2)cc1	-2
83	O=C(Oc1ccccc1-c1ccccc1)c1cc2cc(Br)ccc2oc1=O	-8
84	COc1cc(C(=O)Nc2cccc(O)c2)c2ccccc2n1	0
85	CCOC(=O)c1cc2c(=O)n3ccccc3nc2n(Cc2ccco2)c1=NC(=O)c1c(-c2ccccc2Cl)noc1C	-93
86	COc1cccc(-n2c(Cc3cc(=O)[nH]c(=O)[nH]3)nnc2SCC(=O)NC2CCCC2)c1	-3
87	C=CCSc1nc2c(cnn2-c2ccccc2)c(=O)[nH]1	18
88	Cn1cc(S(=O)(=O)CC(=O)N2CCc3ccccc32)c2ccccc21	1&-14

Other structures follow:
cpd	Compound	14-3-3g Raf
89	CCCCN=C(N)C(C)c1ccc(CC(C)C)cc1 (centres undefined)	4
90	O=C(CCc1nc(-c2ccccc2F)no1)NCc1ccccn1	-5
91	O=C(CCN1C(=O)c2ccccc2C1=O)Nc1cccc(O)c1	-19
92	COc1cccc(C(=O)Nc2c3c(nn2-c2ccc(F)cc2)CS(=O)C3)c1OC (centres undefined)	-3
93	O=C(O)c1ccc(CN2C(=O)c3ccccc3S2(=O)=O)cc1	-6
94	Cc1cc2ccccc2n1CCNC(=O)C(C)(C)C	-2&-10
95	Cc1ccnc(Nc2nc(-c3ccc(Br)cc3)cs2)c1	-2
96	Oc1ccc(Cl)cc1N=Cc1cccc(I)c1O	-58

(further entries)
cpd	Compound	14-3-3g Raf
97	COCCN1C(=O)c2ccccc2C(C(=O)N2CCN(Cc3ccccc3)CC2)C1c1ccc(F)cc1 (centres undefined)	1
98	COC(=O)Nc1sc2c(c1C(=O)N1CCOCC1)CCC(C)C2 (centres undefined)	-4
99	Cc1cccc(NC(=O)Cn2c3ccccc3c(=O)c3ccccc32)c1	-13
100	CCn1c(=NC(=O)c2ccc(S(=O)(=O)N3CCCC(C)C3)cc2)sc2cc(C)ccc21 (centres undefined)	2
101	CCOC(=O)c1ccc2[nH]c(C)c(CCC(C)=O)c(=O)c2c1	-3
102	O=S(=O)(c1ccc2c(c1)OCCO2)N1CCC(n2nnc3cc(F)ccc32)CC1	-5
103	O=C(c1cnn2c1NC(c1ccc(Br)cc1)CC2C(F)(F)F)N1CCN(C(c2ccccc2)c2ccccc2)CC1 (centres undefined)	-3
104	CC1=C(OC(=O)c2ccc(Br)cc2)C(C)(C)C(c2ccc(Cl)cc2)OC1=O (centres undefined)	-12

Additional structures
cpd	Compound	14-3-3g Raf
105	COc1ccc(NC(=O)CSc2nnc(-c3ccccc3Cl)n2Cc2ccco2)c(OC)c1	-7
106	CCOC(=O)c1ccccc1NC(=O)c1cc([N+](=O)[O-])ccc1Cl	-14
107	COc1ccc2c(c1)S(=O)(=O)c1ccccc1N2	-10
108	COC(=O)c1ccccc1NC(=O)C1c2cc(OC)c(OC)cc2C(=O)N(C)C1c1cccs1 (centres undefined)	-3
109	Cc1c(Br)c([N+](=O)[O-])nn1CC(=O)Nc1ccc(S(N)(=O)=O)cc1	-12
110	Cc1ccc(OCC(=O)Nc2cc(-c3nc4ccccc4[nH]3)ccc2C)cc1C	4
111	COc1cccc(C2=NC(C(C)C)NC(c3cc(Br)ccc3O)C2)c1 (centres undefined)	-6
112	COC(=O)c1c(C)oc2cc(Br)c(OC(=O)C(C)C)cc12	-3

(cont.)
cpd	Compound	14-3-3g Raf
113	COC(=O)C1=CN(C2CC2)C=C(C(=O)OC)C1c1ccc(OC)c(OC)c1OC	14
114	O=C(NC1=NCCS1)C12CC3CC(C1)CC(C(=O)NC1=NCCS1)(C3)C2	0
115	CCCS(=O)(=O)N1CCN(Cc2ccco2)CC1	2
116	O=C(O)c1ccccc1NS(=O)(=O)c1cccc2cccnc12	1&-10
117	Cc1ccc(-c2noc(CSc3nc(N)cc(N)n3)n2)cc1	-9
118	O=C(NCc1cccnc1)c1cc(-c2cccs2)on1	-6
119	O=C(O)Cn1c(SCc2ccccc2)nc2ccccc21	-6
120	CN(C)c1ccc(N/C=C/C(=O)c2ccccc2)cc1	-73

Other compounds follow:
cpd	Compound	14-3-3g Raf
121	O=C(Nc1ccc2nc(SCC(=O)N3CCOCC3)sc2c1)c1ccccc1	-13
122	CC(=O)Nc1ccc(NCc2ccc3c(c2)OCO3)cc1	-4
123	COc1cc(C(=O)N2CCN(C(=O)COc3cccc(C)c3)CC2)cc(OC)c1OC	2
124	Cn1nc(C(F)(F)F)cc1C(=O)O	3
125	COc1cc(OC)cc(C(=O)N2CCN(S(=O)(=O)c3ccc(Cl)cc3)CC2)c1	-6

Arranged by molecular weight (rising): some entries from above.
cpd	Compound	14-3-3g Raf
124	Cn1nc(C(F)(F)F)cc1C(=O)O	3
120	CN(C)c1ccc(N/C=C/C(=O)c2ccccc2)cc1	-73
122	CC(=O)Nc1ccc(NCc2ccc3c(c2)OCO3)cc1	-4
121	O=C(Nc1ccc2nc(SCC(=O)N3CCOCC3)sc2c1)c1ccccc1	-13

These rows are one share of the data; the hit share may differ from the screen's.
